Source: PubChem (National Center for Advancing Translational Sciences (NCATS))
RXFP1 antag = blocks the human relaxin receptor RXFP1. Q9HBX9. HEK293-RXFP1, relaxin-stimulated cAMP HTRF, 30 min; stronger effect = lower value. activity change, negative = inhibition, % at 57.5 µM. actives 0.59% (n = 350,000). AID 1259400;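 active means activity change of -60% or lower, but not beyond a set lower limit; inconclusive means change between -60% and -40%, or beyond the set limit; inactive means change above -40%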
Target sequence (Q9HBX9 whole entry, looked up): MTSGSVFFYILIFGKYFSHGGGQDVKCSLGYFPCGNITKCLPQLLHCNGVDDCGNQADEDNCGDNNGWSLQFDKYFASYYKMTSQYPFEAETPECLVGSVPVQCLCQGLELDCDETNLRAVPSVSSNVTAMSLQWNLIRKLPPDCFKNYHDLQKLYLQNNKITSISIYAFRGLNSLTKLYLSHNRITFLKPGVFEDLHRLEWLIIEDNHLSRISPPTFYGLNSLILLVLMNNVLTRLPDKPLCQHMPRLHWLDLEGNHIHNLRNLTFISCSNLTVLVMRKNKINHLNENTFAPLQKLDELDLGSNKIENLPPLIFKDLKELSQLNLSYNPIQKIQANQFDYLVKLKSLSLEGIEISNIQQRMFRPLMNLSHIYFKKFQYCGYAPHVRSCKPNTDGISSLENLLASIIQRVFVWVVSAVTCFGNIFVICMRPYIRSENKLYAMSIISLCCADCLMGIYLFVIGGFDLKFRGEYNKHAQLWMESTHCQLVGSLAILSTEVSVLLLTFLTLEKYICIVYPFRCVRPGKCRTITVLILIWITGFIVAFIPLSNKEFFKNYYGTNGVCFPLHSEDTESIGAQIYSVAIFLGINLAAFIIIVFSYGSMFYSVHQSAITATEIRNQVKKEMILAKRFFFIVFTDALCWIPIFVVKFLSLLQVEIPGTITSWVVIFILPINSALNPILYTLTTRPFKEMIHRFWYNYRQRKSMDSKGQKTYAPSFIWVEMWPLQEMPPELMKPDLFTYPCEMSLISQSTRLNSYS
* hit, by the source's call; ? = inconclusive. On the % scale 0 is the no-effect control and ±100 the full control effect.

RXFP1 antag,Compound
14,CC(C)Oc1ccc(C(CC(=O)O)NC(=O)CSc2ncn[nH]2)cc1 (stereo not drawn)
2,O=C(NC1CCCCC1)c1ccc(-n2cncn2)c([N+](=O)[O-])c1
-6,NS(=O)(=O)c1ccc(N2CCN(S(=O)(=O)Cc3ccccc3)CC2)nc1
0,CC(=O)Nc1ccc(S(=O)(=O)NCCC(=O)NC(C)c2cccs2)cc1 (stereo not drawn)
3,CC1(C)CC(=O)C=C(c2ccc(COC(=O)C(c3ccccc3)c3ccccc3)cc2)C1=O
4,O=C(c1cccn(Cc2ccc(Cl)c(Cl)c2)c1=O)N1CCOCC1
-35,CCc1ccccc1NC(=O)CN1CCN(CC(=O)Nc2ccc3c(c2)OC2(CCCCC2)O3)CC1
3,CC(C)C#Cc1cnc2c(c1)C(=O)N([C@@H](C)CO)C[C@@H](C)[C@H](CN(C)Cc1cccc(F)c1)O2
-1,CCN(Cc1ccccc1)C(c1ccc(C(F)(F)F)cc1)c1nnnn1C(C)(C)C (stereo not drawn)
1,CN(C(=O)COC(=O)c1cc(=O)[nH]c2ccccc12)c1ccccc1
-9,CC1CN(C(=O)/C=C/c2cccc([N+](=O)[O-])c2)CC(C)O1 (stereo not drawn)
-5,Cc1cccc(NC(=O)c2cc([N+](=O)[O-])ccc2N2CCOCC2)c1C
14,CCN(CC)S(=O)(=O)c1ccc(S(=O)(=O)N(CC(=O)Nc2ccccc2)CC2CCCO2)cc1 (stereo not drawn)
-2,CCCc1cc(=O)[nH]c(SCC(=O)Nc2cc(S(=O)(=O)N3CCOCC3)ccc2N(CC)CC)n1
-5,Cc1ccc(NC(=O)CSc2nc(N)cc(=O)[nH]2)cc1S(=O)(=O)N1CCCCC1
3,COc1ccc(C(=O)NCC(=O)OCC(=O)c2c[nH]c3ccccc23)cc1
8,CN(Cc1cnc2nc(N)nc(N)c2n1)c1ccc(C(=O)N[C@@H](CCC(=O)O)C(=O)O)cc1
?,CSc1ccc2c(c1)C(N1CCN(C)CC1)Cc1ccc(F)cc1S2 (stereo not drawn)
-29,O=C(COC(=O)c1ccc(O)cc1)Nc1cc(S(=O)(=O)N2CCCCCC2)ccc1Cl
-2,C=CCOc1ccc(/C=C/C(=O)OCC(=O)N2CCN(S(=O)(=O)c3ccc(C)cc3C)CC2)cc1
-65*,CC1CCCCC1NC(=O)COC(=O)c1c2c(nc3ccccc13)/C(=C\c1ccco1)CC2 (stereo not drawn)
3,CCCCN1C[C@H](C)[C@@H](CC(=O)NC)C1=O
6,COc1ccc(-c2cc(=O)c3ccc(O)cc3o2)cc1
-11,Nc1nc(N)c2cc(Sc3cccc(C(F)(F)F)c3)ccc2n1
-13,CCCCCCCCS(=O)c1sc2nc3c(cc2c1N)CCCC3 (stereo not drawn)
-2,O=C1OC(CCl)CN1Cc1c(Cl)cccc1Cl (stereo not drawn)
-1,Cc1cccc(-n2c(C)nc3cc(C(=O)NCCN4CCOCC4)ccc32)c1
4,O=C(O)c1c2c(nc3ccc(S(=O)(=O)N4CCC(C(=O)NCc5ccccc5)CC4)cc13)CCCC2
15,C[C@H](CO)N1C[C@H](C)[C@H](CN(C)C(=O)Nc2cccc3ccccc23)OCc2cnnn2CCCC1=O
-10,CCNC(=O)NC(=O)CSc1ccc(S(=O)(=O)N2CCOCC2)cn1
2,Cc1ccccc1-c1nnc(SCC(=O)N(C)C2CCS(=O)(=O)C2)n1C (stereo not drawn)
10,CCOC(=O)N1CCN(C(=O)c2ccc3nc4cc(Cl)ccc4c(=O)n3c2)CC1
-10,O=C1CC[C@H](C(=O)N2CCCCC2)N1
-9,O=C(NN=Cc1ccccc1Cl)c1ccc(-n2cnnn2)cc1
2,Cc1ccc(C)c(N2C(=O)c3ccc(C(=O)Nc4ccccn4)cc3C2=O)c1
-3,COc1cc2c(cc1[N+](=O)[O-])-c1ccc([N+](=O)[O-])cc1C2=NO
-19,CCCN1/C(=C(\C#N)C2=NS(=O)(=O)c3ccccc32)N(C)c2ccccc21
-2,CC1CN(C(=O)COC(=O)[C@@H](NC(=O)c2ccccc2Cl)C(C)C)CC(C)O1 (stereo partly drawn)
3,COc1cc(/C=C/C(=O)OCC(=O)c2ccc[nH]2)ccc1O
-4,O[C@@H]1C[C@H](c2ccc(Cl)cc2)N(Cc2cccs2)C[C@H]1n1cc(-c2ccc(F)cc2)nn1

Pulled by structure from the entries so far, seven records:
RXFP1 antag,Compound
-5,Cc1ccc(NC(=O)CSc2nc(N)cc(=O)[nH]2)cc1S(=O)(=O)N1CCCCC1
1,CN(C(=O)COC(=O)c1cc(=O)[nH]c2ccccc12)c1ccccc1
-19,CCCN1/C(=C(\C#N)C2=NS(=O)(=O)c3ccccc32)N(C)c2ccccc21
-9,O=C(NN=Cc1ccccc1Cl)c1ccc(-n2cnnn2)cc1
3,COc1cc(/C=C/C(=O)OCC(=O)c2ccc[nH]2)ccc1O
14,CC(C)Oc1ccc(C(CC(=O)O)NC(=O)CSc2ncn[nH]2)cc1 (stereo not drawn)
-13,CCCCCCCCS(=O)c1sc2nc3c(cc2c1N)CCCC3 (stereo not drawn)

Carrying on:
RXFP1 antag,Compound
-3,COc1ccc(F)cc1S(=O)(=O)NC(Cc1ccccc1)C(N)=O (stereo not drawn)
-6,CCC(C)Cn1cnc2c(SCc3ccccn3)nc(N)nc21 (stereo not drawn)
8,COc1ccc(C=CC(O)CCN2CCC3CCC(C3)C2)cc1 (stereo not drawn)
-8,O=C(COC(=O)/C=C/c1cccc(F)c1)NC1CC1
8,Nc1ccc(N2N=C(N3CCCC3)CC2=O)cc1
13,CCC1(c2ccccc2)CN(C)C1=O (stereo not drawn)
3,Cc1ccc(S(=O)(=O)N2Cc3ccccc3CC2C(=O)N(C)C)cc1 (stereo not drawn)
-6,CCC1CN2CCc3cc(OC)c(OC)cc3C2CC1CC1c2cc(OC)c(OC)cc2CCN1C(=O)C(Cc1c[nH]c2ccccc12)NC(=O)OC(C)(C)C (stereo not drawn)
5,O=S(=O)(c1cccs1)N1CCCCC1
-14,O=C(Cc1ccc(Br)cc1)NCCc1ccccc1
-12,O=C(COC(=O)c1ccccc1O)NC12CC3CC(CC(C3)C1)C2
-4,O=C(NCC(c1ccco1)N1CCCCC1)c1ccc([N+](=O)[O-])s1 (stereo not drawn)
27,Cc1nc2sc(C(c3ccco3)N3CCc4ccccc4C3)c(O)n2n1 (stereo not drawn)
-11,COC(=O)c1ccc2c(c1)N(Cc1nc(-c3ccc(Cl)cc3)oc1C)C(=O)C1CCCN21 (stereo not drawn)
3,COc1cccc(NC(=O)C(=O)NCC2CCCN2S(=O)(=O)c2cccs2)c1 (stereo not drawn)
9,CC1(C)C2CCC(CN)C1C2 (stereo not drawn)
-14,Cc1cccc(C(=O)C(O)(c2ccccc2)C2CCCCC2=O)c1 (stereo not drawn)
4,O=C(Nc1ccccc1OC(F)F)c1ccc(N2CCCC2=O)cc1
-8,O=C(Nc1ccc(OCC(F)(F)C(F)F)c(C(F)(F)F)c1)c1ccccc1
-2,CCOC(=O)c1c(N/C=C(\C#N)c2nc(-c3ccc(OC(C)=O)cc3)cs2)sc2c1CCC2
1,C/C(=N\O)c1ccc2[nH]ccc2c1
2,Cc1ccc([N+](=O)[O-])cc1S(=O)(=O)Nc1cccc(S(=O)(=O)Nc2ccccc2C(=O)O)c1
0,Cc1c(NS(=O)(=O)c2cccc(C(=O)N3CCCC3)c2)c(=O)n(-c2ccccc2)n1C
7,COCC(C)n1c(SCC(=O)N2CCOCC2)nc2ccccc2c1=O (stereo not drawn)
-12,Fc1ccc2nncc(SCc3ccccc3Cl)c2c1
-6,COc1cc(OC)c(OC)cc1/C=N/NC(=O)c1ccc(CSc2nc(C)cc(C)n2)cc1
-3,COc1ccc([C@H]2C[C@@H](n3cc(C4CC4)nn3)[C@H](O)CN2Cc2cccs2)cc1
-3,CCN(C(=O)COC(=O)/C(=C/c1ccccc1)NC(C)=O)c1c(N)n(Cc2ccccc2)c(=O)[nH]c1=O
0,CC1=C(C(=O)N(C)C)CC(CC(=O)NCc2ccco2)C(=O)N1CCC1=CCCCC1 (stereo not drawn)
7,O=S1(=O)c2ccccc2C(O)(c2ccccc2)c2ccccc21
-1,COc1ccc(/C=C/C(=O)OCC(=O)NC2CCCC(C)C2C)c(OC)c1 (stereo not drawn)
7,C=CCOc1ccc(/C=C/C(=O)OCC(=O)N2CCN(C(C)=O)CC2)cc1
2,CC(=O)NCCn1c(SCC(=O)NCc2ccco2)nc2ccccc2c1=O
-11,Cn1c(=O)c2c([nH]c(=O)n2C)n(Cc2ccccc2)c1=O
2,O=c1[nH]cnc2ncc(-c3ccc(O)cc3)nc12
-4,COc1ccc(C(=O)c2ccccc2)cc1CN1CCOCC1
-21,COC(=O)/C=C1/SC(=NC(=O)c2ccc(Cl)cc2)NC1=O
-24,COc1ccccc1CNC(=O)COC(=O)c1cc(C)nc2ccccc12
-8,O=C(Nc1ccc(NC(=O)c2ccccc2)c2ccccc12)c1ccccc1
1,NC(=O)c1nnsc1-c1ccco1

Some of these compounds in order of molar mass, low to high:
RXFP1 antag,Compound
1,NC(=O)c1nnsc1-c1ccco1
-3,COc1ccc(F)cc1S(=O)(=O)NC(Cc1ccccc1)C(N)=O (stereo not drawn)
27,Cc1nc2sc(C(c3ccco3)N3CCc4ccccc4C3)c(O)n2n1 (stereo not drawn)
7,COCC(C)n1c(SCC(=O)N2CCOCC2)nc2ccccc2c1=O (stereo not drawn)
-2,CCCc1cc(=O)[nH]c(SCC(=O)Nc2cc(S(=O)(=O)N3CCOCC3)ccc2N(CC)CC)n1

Additional structures follow.
RXFP1 antag,Compound
-10,O=C(CCc1ccccc1)Oc1ccccc1[N+](=O)[O-]
?,COc1cc2c(c(OC)c1OC)C(=O)C(=Cc1ccccc1)O2
3,CCC1(c2ccccc2)NC(=O)N(CC(=O)N2CCc3ccccc32)C1=O (stereo not drawn)
1,CCCCCCN1C[C@H](O)[C@@H](n2cc(COC(=O)c3ccccc3)nn2)C[C@@H]1c1ccccc1
-12,O=[N+]([O-])c1ccc(O)c(CNCc2ccccc2)c1
7,C=CCN(c1ccccc1OC)S(=O)(=O)c1cccc(C(=O)NC2=NCCS2)c1
?,COc1ccc(C=C2NC(=S)NC2=O)cc1
-7,Cc1ccc(C(=O)NC(C)CCc2ccccc2)cc1S(=O)(=O)N1CCOCC1 (stereo not drawn)
1,C(=NOCc1ccccc1)c1cccnc1
-6,C[n+]1cccc(CNC(=O)/C=N/O)c1
-29,CC1=CC(=O)N(c2cccc3c(N4C(=O)C=C(C)C4=O)cccc23)C1=O
7,C[C@H]1CN([C@@H](C)CO)C(=O)c2cc(C#Cc3cccnc3)cnc2O[C@H]1CN(C)Cc1ccc(F)cc1
-39,CC1C(=O)C(C)C(c2cc(Br)ccc2O)NC1c1cc(Br)ccc1O (stereo not drawn)
9,C=CCn1c(SCC(=O)N2CCN(C(=O)OCC)CC2)nc2c([nH]c3ccccc32)c1=O
2,COc1ccc(CCN(C)C2CCCN(S(=O)(=O)N(C)C)C2)cc1OC (stereo not drawn)
0,CCn1c(C)cc(C(=O)COC(=O)CNC(=O)c2ccco2)c1C
-3,COc1ccc(CNC(=O)OC23CN(C(=O)OC(C)C)N(C(=O)OC(C)C)CC2(O)CN(S(=O)(=O)c2ccc(C)cc2)C3)cc1OC (stereo not drawn)
-40,CCOC(=O)C1=C(c2ccccc2)OC(N)=C(C#N)C1c1ccc(Cl)s1 (stereo not drawn)
17,O=C(Nc1cccc(-c2nc3ncccc3o2)c1)c1sc2ccccc2c1Cl
10,O=C(CC(C(=O)c1ccccc1)c1ccccc1)c1ccccc1 (stereo not drawn)
-1,O=C(CN1C(=O)NC2(CCc3ccccc32)C1=O)Nc1ccccc1Cl (stereo not drawn)
-2,O=C(c1ccc2c(c1)CCC2)N1CCN(Cc2ccccc2)CC1
-2,COc1ccc(C(CNS(=O)(=O)c2ccc(NC(C)=O)c(OC)c2)N2CCCC2)cc1 (stereo not drawn)
11,COc1ccc(C(=O)COC(=O)c2cc(=O)c3ccccc3o2)c(OC)c1
0,CCOc1ccc(CCNC(=O)COC(=O)c2ccc(C)c(S(=O)(=O)N3CCOCC3)c2)cc1OCC
0,COc1ccc(Cl)cc1NC(=O)CN(C)CC(=O)NCc1ccc(F)cc1
1,CSc1ncccc1C(=O)OCC(=O)NC1CCCc2ccccc21 (stereo not drawn)
2,O=C1CCCc2c1oc1c2CCCC1
-6,Cc1ccc(-n2c(SCC(=O)O)nc3sc4c(c3c2=O)CC(C)(C)SC4)cc1
4,CCNc1nc(C)nc2c1cnn2C
-2,CCc1nc(N)nc(N)c1-c1ccc(Cl)c([N+](=O)[O-])c1
-2,Cc1cccc(N2Cc3ccc(Br)cc3C2)c1
-13,CC(C)(C)C(=O)OCOC(=O)C1N2C(=O)CC2S(=O)(=O)C1(C)C (stereo not drawn)
-5,c1ccc(CN2CCc3[nH]c4ccccc4c3C2)cc1
-2,c1csc(CCCN2CCCCC2)c1
-12,O=C(Nc1ccccc1Br)c1cccc2ccccc12
-4,O=C(C=Cc1ccco1)N1CCOCC1
-5,O=C(Nc1cc(S(=O)(=O)N2CCOCC2)ccc1OCC(F)(F)F)C1CCCC1
4,Cc1ccc(N(CC(=O)N2CCCCCC2)S(C)(=O)=O)c(C)c1
11,CC1CN(C2CCCCC2)C(=S)NC1=O (stereo not drawn)
2,O=C1C(=Cc2ccncc2)CCCc2ccccc21
-2,Cc1nn(C2CC(O)C(O)C(CO)O2)c(=O)[nH]c1=O (stereo not drawn)
-15,O=C(Nc1ccc(Cl)c(S(=O)(=O)N2CCOCC2)c1)c1cccs1

Not all compounds are listed (hit frequency here may not be typical).
